# H9c2 TAG inh – inhibitors of triacylglycerol accumulation, primary screen, cell-based, uHTS, fluorescence, H9c2; H9c2 cells, Nile Red lipid (TAG) fluorescence; cells loaded with 200 µM oleic acid; inhibition, % at 12.5 µM; 0.66% of 230,000 active; AID 651582, 2012;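 active means pattern-corrected inhibition of lipid staining of at least 50% with the nuclear-stain viability signal not falling by more than 50%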;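 further: 0% = DMSO wells and 100% = triacsin C control wells; some results filed as inactive read as strong as hits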
# H9c2 TAG inh DAPI viability – second read-out of H9c2 TAG inh, no call of its own (marks repeat the call); DAPI nuclei signal change (viability), lower = more cytotoxic, %;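 whole-well DAPI fluorescence read on a plate reader as a viability signal; minus 50 percent equals half of cells still viable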
# * hit, by the source's call; & = joins results of further samples. Not all compounds are listed; the hit share may differ from the screen's.
No.	compound	H9c2 TAG inh	H9c2 TAG inh DAPI viability
1	COc1ccc(OC)c(NC(=O)C(C)SCc2nc3sc(C)c(C)c3c(=O)[nH]2)c1 (stereo not drawn)	-11	-10
2	CCOC(=O)c1c(C)oc2cc(Br)c(OC(=O)N3CCOCC3)cc12	-13	-3
3	O=C(NCCCN1CCOCC1)C(=O)NCc1ccccc1	0	0
4	O=C(CSc1nnc(-c2ccco2)n1Cc1ccco1)NCc1ccccc1	-26	1
5	COC(C[C@H]1O[C@H]1[C@H](O)COCc1ccccc1)OC	4	-8
6	CCCn1nc(C(=O)NC2CC2)c2ccccc2c1=O	-13	0
7	c1ccc(CNc2ccc(N3CCOCC3)cc2)cc1	-5	9
8	CC(=O)Nc1ccc(S(=O)(=O)NCCC(=O)NNC(=O)c2ccncc2)cc1	4	-3
9	CCOc1ccc(NC(=O)Cc2ccc(S(=O)(=O)N3CCOCC3)s2)cc1OCC	-15	-1
10	CCn1ncc(-c2csc(N)n2)c1C	-3	-9
11	CCC(C)NC(=O)CNC(=S)N(Cc1ccccc1F)C1CCCCC1 (stereo not drawn)	-1	3
12	NC(=O)CN1CCN(c2cccc(Cl)c2)CC1	4	-3
13	COc1ccc2ccccc2c1-c1sc(Nc2ccccc2)n[n+]1-c1ccc(F)cc1	38	-7
14	Cc1noc(C)c1-c1ccc(C(=O)N2CCN(C)CC2)c2occc12	8	6
15	CCOc1ccc(-n2c(=S)sc3c(=O)[nH]c(SCC(=O)NC4CCCCC4)nc32)cc1	-7	7
16	COc1ccc(-c2oc3ccccc3c2C(=O)OCc2ccc(O)cc2)cc1	34	131
17	Cc1onc(-c2ccccc2)c1C(=O)Nc1ccc(NC(=O)c2c(-c3ccccc3)noc2C)cc1	9	-6
18	CCC(C)Sc1nnc(NS(=O)(=O)Cc2ccccc2)s1 (stereo not drawn)	13	-7
19	COc1ccc2[nH]c3c(c2c1)CCN1C(=O)C(CC(=O)NC(C)(C)C)C[C@H](C(=O)N(C(C)C)C(C)C)[C@@]31C (stereo partly drawn)	13	2
20	COc1ccc2oc(C(=O)N3CCN(C(=O)c4ccco4)CC3)c(C)c2c1	-25	1
21	COc1ccc(N/N=C(\C=N\O)C(=O)c2ccc(OC)cc2)cc1	41	-25
22	N=c1c2ccccc2nc2n1CCCCCCC2	-2	1
23	CCOc1ccc2nc(NC(=O)CCn3cccc3)sc2c1	8	-13
24	O=C(O)Cc1ccc(NC(=O)c2ccc3c(c2)C(=O)N(Cc2ccccc2)C3=O)cc1	0	7
25	O=C(Nc1ccccc1C(=O)O)c1ccc(Br)c(S(=O)(=O)NCc2ccccc2)c1	12	-1
26	O=C(COc1ccccc1Cl)NNC(=O)c1ccc2c(=O)n3c(nc2c1)CCC3	3	-4
27	O=C(O)C(c1cccs1)C1(O)CCCCC1 (stereo not drawn)	-8	-2
28	Cc1ccc(NS(=O)(=O)c2ccc(C(=O)NCc3ccccn3)cc2)cc1	-7	2
29	COc1cccc(NC(=O)C(OC(=O)c2cnc(C)cn2)c2ccccc2)c1 (stereo not drawn)	-7	-1
30	O=C(CNc1ccccc1Cl)N/N=C1\CCCc2ccccc21	-3	6
31	CCN(CC)CCNC(=O)C1c2ccccc2C(=O)N(CCOC)C1c1ccc(F)cc1 (stereo not drawn)	10	-5
32	COc1ccc(NC(=O)c2cc(F)cc(F)c2)cc1S(=O)(=O)N1CCCCC1	-6	13
33	CC(=O)OC(Cn1nc(C)cc1C)c1ccccc1 (stereo not drawn)	6	5
34	COc1ccc2oc(C(=O)OCC(=O)N3CC(C)OC(C)C3)c(C)c2c1 (stereo not drawn)	3	6
35	O=C(Nc1nnc(-c2ccccc2)s1)c1ccc(F)cc1	8	7
36	COc1cccc(S(=O)(=O)NC2CCN(C#N)C2)c1 (stereo not drawn)	7	-9
37	Cc1ccccc1-c1nnn(CC(=O)N(C)CC(=O)Nc2ccccc2C(F)(F)F)n1	9	2
38	Fc1ccc(C(c2nnnn2C2CCCCC2)N2CCCC2)cc1 (stereo not drawn)	-8	9
39	COc1ccc(S(=O)(=O)NNC(=O)Cc2csc(C)n2)cc1[N+](=O)[O-]	1	-3
40	CCC[C@H]1CN(c2ccccc2)C(=O)[C@@H]1CC(=O)Nc1ccc(Br)cc1	11	-4
41	CC1CCC2(CC1)NC(=O)N(CC(=O)Nc1ccccc1-c1ccccc1)C2=O (stereo not drawn)	-17	-9
42	NC[C@@H]1O[C@H](C23CC4CC(CC(C4)C2)C3)Cc2c1ccc(O)c2O	29	-10
43	C[C@H](CO)N1C[C@H](C)[C@@H](CN(C)S(=O)(=O)c2cn(C)cn2)Oc2c(NS(=O)(=O)c3cn(C)cn3)cccc2C1=O	5	1
44	COc1ccccc1NC(=O)CCS(=O)(=O)c1ccccc1	-28	28
45	O=C(CCN1C(=O)c2ccccc2C1=O)N1CCN(C(=O)c2ccccc2)CC1	1	-2
46	COCCNC(=S)Nc1cc(OC)c(OC)cc1C#N	0	25
47	Cc1c(CCOC(=O)c2cc([N+](=O)[O-])cc([N+](=O)[O-])c2)sc[n+]1CC(=O)c1ccc(Br)cc1	-9	-7
48	COc1ccc(OCC(CO)N2CCN(c3ccccc3)CC2)cc1 (stereo not drawn)	-15	-8
49	Cn1c(CC(=O)NNC(=O)c2cncc(Br)c2)nc2ccccc21	9	-9
50	Cc1cc(Cl)ccc1N(CC(=O)NCCSCc1ccco1)S(C)(=O)=O	-12	3
51	CCNc1nc(NCC)nc(SCCOC(=O)Nc2ccccc2)n1	39	-10
52	O=C(c1cccc2ccccc12)C1CCCN(C(=O)CCc2cnccn2)C1 (stereo not drawn)	2	-5
53	CC(C)CC1C(C#N)=C(N)Oc2n[nH]c(-c3ccccc3)c21 (stereo not drawn)	-1	5
54	CCCCCCCn1c(NC(=O)CC)nc2ccccc21	-10	10
55	Cc1ccc(S(=O)(=O)NCC(c2ccccc2)N2CCCCC2)cc1 (stereo not drawn)	-7	3
56	O=C(O)c1ccc(Nc2nc(-c3ccccc3)c3ccccc3n2)cc1	-4	6
57	COc1ccccc1-c1oc2ccccc2c1-c1ccc2cc[nH]c2c1	22	11
58	COc1ccc(-n2c(=S)[nH]c3cc(C(=O)NCc4ccco4)ccc3c2=O)cc1OC	0&0	4&-9
59	Cc1ccc(N2CC(C(=O)Nc3ccccc3N3CCCC3)CC2=O)cc1 (stereo not drawn)	10	2
60	O=C(NNC1OC(CO)C(O)C(O)C1O)c1cccnc1 (stereo not drawn)	3	-23

# Reformatted: results already given.
# Values run as follows: H9c2 TAG inh, H9c2 TAG inh DAPI viability
43: C[C@H](CO)N1C[C@H](C)[C@@H](CN(C)S(=O)(=O)c2cn(C)cn2)Oc2c(NS(=O)(=O)c3cn(C)cn3)cccc2C1=O
 : 5, 1
44: COc1ccccc1NC(=O)CCS(=O)(=O)c1ccccc1
 : -28, 28
45: O=C(CCN1C(=O)c2ccccc2C1=O)N1CCN(C(=O)c2ccccc2)CC1
 : 1, -2
46: COCCNC(=S)Nc1cc(OC)c(OC)cc1C#N
 : 0, 25
47: Cc1c(CCOC(=O)c2cc([N+](=O)[O-])cc([N+](=O)[O-])c2)sc[n+]1CC(=O)c1ccc(Br)cc1
 : -9, -7
48: COc1ccc(OCC(CO)N2CCN(c3ccccc3)CC2)cc1 (stereo not drawn)
 : -15, -8
49: Cn1c(CC(=O)NNC(=O)c2cncc(Br)c2)nc2ccccc21
 : 9, -9
50: Cc1cc(Cl)ccc1N(CC(=O)NCCSCc1ccco1)S(C)(=O)=O
 : -12, 3
51: CCNc1nc(NCC)nc(SCCOC(=O)Nc2ccccc2)n1
 : 39, -10
52: O=C(c1cccc2ccccc12)C1CCCN(C(=O)CCc2cnccn2)C1 (stereo not drawn)
 : 2, -5
53: CC(C)CC1C(C#N)=C(N)Oc2n[nH]c(-c3ccccc3)c21 (stereo not drawn)
 : -1, 5
54: CCCCCCCn1c(NC(=O)CC)nc2ccccc21
 : -10, 10
55: Cc1ccc(S(=O)(=O)NCC(c2ccccc2)N2CCCCC2)cc1 (stereo not drawn)
 : -7, 3
56: O=C(O)c1ccc(Nc2nc(-c3ccccc3)c3ccccc3n2)cc1
 : -4, 6
57: COc1ccccc1-c1oc2ccccc2c1-c1ccc2cc[nH]c2c1
 : 22, 11
58: COc1ccc(-n2c(=S)[nH]c3cc(C(=O)NCc4ccco4)ccc3c2=O)cc1OC
 : 0&0, 4&-9
59: Cc1ccc(N2CC(C(=O)Nc3ccccc3N3CCCC3)CC2=O)cc1 (stereo not drawn)
 : 10, 2
60: O=C(NNC1OC(CO)C(O)C(O)C1O)c1cccnc1 (stereo not drawn)
 : 3, -23

# Next structures follow:
No.	compound	H9c2 TAG inh	H9c2 TAG inh DAPI viability
61	CC(C)Oc1ccc(N2CC(C(=O)Nc3ccccc3F)CC2=O)cc1 (stereo not drawn)	-11	26
62	CN(C)CCCN(C(=O)COc1ccccc1)c1nc2c(F)cccc2s1	-9	9
63	CCn1cc(C(=O)Nc2ccc(C)cc2[N+](=O)[O-])c(C)n1	1	5
64	CC#CCN(Cc1ccco1)C(=O)c1ccc(OC2CCN(Cc3ccccn3)CC2)cc1	-6	6
65	c1ccc(NCCc2ccccn2)cc1	5	-1
66	CCc1c(C)nc2ncnn2c1N1CCCC(C(=O)NCc2cccs2)C1 (stereo not drawn)	-13	3
67	Cc1c(O[C@@H]2O[C@H](CO)[C@@H](O)[C@H](O)[C@H]2O)c(CO)c(O[C@@H]2O[C@H](CO)[C@@H](O)[C@H](O)[C@H]2O)c2c1O[C@@H](c1ccccc1)C[C@@H]2O	-28	0
68	CCOC(=O)N1CCN(S(=O)(=O)c2ccc3c(c2)CCN3C(=O)C2CCC2)CC1	-41	-3
69	Cn1ccc(C(=O)NC(=S)Nc2ccc([N+](=O)[O-])cc2O)n1	0	1
70	COC(=O)c1ccccc1NC(=O)c1nc2nc(C)cc(C)n2n1	20	-20
71	COc1ccc(C(=O)NCC(=O)OCC(=O)NC23CC4CC(CC(C4)C2)C3)cc1	2	-6
72	Cc1ccc(C(=O)Cn2c(C(=O)/C=C/c3ccccc3)nc3ccccc32)cc1	25	-20
73	CCOC(=O)[C@H]1[C@H]2COc3cc(OC)ccc3[C@@H]2N2C(=O)c3c(C)cc(C)cc3NC(=O)[C@@]12C	-37	-18
74	COCCN(CC(=O)NCc1ccccc1)C(=O)CCC(=O)Nc1ccccn1	-14	19
75	COc1ccc(NC(=O)c2[nH]c(C)c(C(C)=O)c2C)cc1Cl	4	-1
76	O=[N+]([O-])C(=C1Nc2ccccc2N1)C(Cl)=C(Cl)Cl	3	2
77	COc1cccc(CC2(CO)CCCN(Cc3cc4ccccc4[nH]3)C2)c1 (stereo not drawn)	10	6
78	N#Cc1cccc(NC(=O)c2cc(C3CCCCN3C(=O)CCCc3ccccc3)on2)c1 (stereo not drawn)	21	-10
79	CC12CN3CCN(CC(C3)/C1=N/NC(=O)Nc1ccccc1)C2	4	-2
80	COc1ccc(C(=O)Cn2c(NCCO)nc3ccccc32)cc1	-12	2
81	OCCN1CCN(CC(O)COc2ccc3c(c2)OCO3)CC1 (stereo not drawn)	-1	8
82	c1ccc(Oc2cc(-c3ccccc3)ncn2)cc1	3	-7
83	CCCCc1c(C)c2ccc(OCC(C)=O)cc2oc1=O	1	5
84	Cc1cc(NC(=O)COC(=O)C(Nc2ccc(C(F)(F)F)cc2Cl)C(C)C)no1 (stereo not drawn)	2	2
85	COc1cccc(Nc2ncnc3nc[nH]c23)c1	11	-5
86	CSc1ccccc1NC(=O)Cn1nc([N+](=O)[O-])cc1C	9	-2
87	O=C(NNC(=S)NC(=O)c1ccco1)c1ccc(F)cc1	-4	2
88	O=C(Nc1ccc(N2CCOCC2)nc1)c1c(F)cccc1F	-13	3
89	Cc1cc(Cl)c(S(=O)(=O)Nc2cc(S(=O)(=O)N3CCOCC3)ccc2F)cc1OCC(N)=O	4	-7
90	CN1C(=S)SC(/[N+]([O-])=C\c2cccs2)C1(C)C (stereo not drawn)	6	-6
91	COc1cccc(OC)c1NC(=O)c1ccc(-c2cc(Cl)ccc2Cl)o1	-47	3
92	Cc1cc(=O)oc2cc(OCC(O)CN3CCN(c4ccccc4)CC3)ccc12 (stereo not drawn)	15	-39
93	CCn1c(COc2ccccc2C)nnc1SCC(=O)CC(=O)Nc1ccccc1OC	4	-3
94	CCCc1cc(=O)[nH]c(SCC(=O)N(CCC#N)c2ccc3c(c2)OCCO3)n1	-14	3
95	COC(=O)CS(=O)(=O)c1cc([N+](=O)[O-])ccc1NC(=O)OC	13	3
96	Cc1ccc(C(=O)Oc2cccc(NC(=O)c3ccco3)c2)cc1S(=O)(=O)N1CCC(C)CC1	0	3
97	CC(=O)N1CCN(CCN=CC2=C(O)CC(c3ccco3)CC2=O)CC1 (stereo not drawn)	-3	-4
98	COc1cccc(CC(NC(C)=O)C(=O)NC2CCN(S(=O)(=O)c3ccc(NC(C)=O)cc3)CC2)c1 (stereo not drawn)	-3	4
99	CCCCOc1ccc(C(=O)NCC(=O)OCC(=O)c2c(N)n(C)c(=O)n(C)c2=O)cc1	4	-10
100	CCC(C)NC(=O)CSc1nnc(-c2ccncc2)n1-c1ccc(OC)cc1 (stereo not drawn)	0	9
101	CCOc1ccc(CC(=O)Nc2ccc(-c3ccc4nnc(C)n4n3)cc2)cc1	26	-7
102	CN(c1ccc(C(=O)NCCSC(C)(C)C)cc1)S(C)(=O)=O	9	0
103	CCCCC(=O)N/N=C(\C)CC(=O)Nc1cc(Cl)ccc1OC	29	1
104	COc1ccc(OC)c(NC(=O)c2cc(-c3cc(F)ccc3OCC3CCCO3)n[nH]2)c1 (stereo not drawn)	1	2
105	CC1CCCCN1C(=O)CN1C(=O)c2ccccc2S1(=O)=O (stereo not drawn)	4	-7
106	Cc1noc(C)c1COc1ccc(C(=O)OCc2nnc(-c3ccc(Cl)cc3)o2)cc1	0	-3
107	O=C(CN1CCC(C(=O)c2cccc(Cl)c2)CC1)Nc1cccc(C(=O)O)c1	5	-8
